Compound activity: PubChem BioAssay, National Center for Advancing Translational Sciences (NCATS)
SNCA expr inhib – reduces expression of the alpha-synuclein gene; 0.17% of 140,000 active; AID 1671194; Potency, µM (doses to about 57.2 µM), inactives show at the highest dose activity change, negative = inhibition, most hits filed as inhibitors; HEK-293 SNCA-luciferase knock-in, luminescence, 24 h;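 also: potency is read from the fitted curve at half-maximal effect; plate controls were DMSO cells for no effect and cell-free wells for full effect; nearly all actives have a fitted effect of over 45% in size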
GPT2 inhibitor – GPT2 alanine aminotransferase inhibition; Q8TD30; Recombinant GPT2, coupled pyruvate oxidase/HRP Amplex Red fluorescence; Potency, µM (doses to about 57.7 µM), for the others: top-dose activity change, negative = inhibition, most hits filed as inhibitors; 0.25% of 100,000 active; also: potency is read from the fitted curve at half-maximal effect; nearly all actives have a fitted effect of over 60% in size; many of its hits are not listed in these tables
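Recombinant GPT2 (10ng/uL) with 250uM a-KG and 2mM L-alanine, 30 min at room temperature, in HEPES pH 7.5 buffer. Pyruvate detected by pyruvate oxidase/HRP/Amplex Red fluorescence after 30 min in the dark; AOA (50uM) as positive control.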
IP6K1 inh – IP6K1 kinase inhibition. 0.81% of 140,000 active. activity change, % (series mostly up to about 58 µM). AID 1645851. Q92551. IP6K1 kinase, ADP-Glo luminescence, 2 h; hits give low values; in the data active = activity change below about -25%
Target sequence (Q92551 whole entry, looked up): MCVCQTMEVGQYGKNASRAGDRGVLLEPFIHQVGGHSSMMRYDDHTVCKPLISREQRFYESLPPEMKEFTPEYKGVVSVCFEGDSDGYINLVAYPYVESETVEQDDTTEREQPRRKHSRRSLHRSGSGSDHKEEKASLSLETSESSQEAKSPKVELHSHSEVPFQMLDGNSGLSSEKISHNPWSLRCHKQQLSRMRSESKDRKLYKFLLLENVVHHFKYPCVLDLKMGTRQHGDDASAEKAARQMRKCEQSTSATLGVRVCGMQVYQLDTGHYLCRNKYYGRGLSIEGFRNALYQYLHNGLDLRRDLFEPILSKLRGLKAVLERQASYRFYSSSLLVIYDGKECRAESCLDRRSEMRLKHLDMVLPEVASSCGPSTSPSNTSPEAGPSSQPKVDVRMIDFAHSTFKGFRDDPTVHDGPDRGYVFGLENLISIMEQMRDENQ
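ADP-Glo luminescence measures ADP made by human IP6K1 during a 2 h RT reaction with ATP/IP6 (mix at 1.3 mM/130 uM); top library doses 57.5 and 19.1 uM final.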
HEK cytotox – HEK 293 cell cytotoxicity | Potency, µM (top dose mostly 115 µM), for inactives: at the top dose activity change, negative = cytotoxicity, usual class: inhibitors | HEK 293 viability, ATP luminescence (CellTiter-Glo), 48-72 h | AID 1345083 | 6.6% of 94,000 active; also: potency is read from the fitted curve at half-maximal effect; nearly all actives have a fitted effect of over 60% in size
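qHTS cytotoxicity; HEK 293, 250 cells/well; compound pinned; 48 or 72 hr, 37 degree Celsius, 5% CO2, 95% humidity; CellTiter-Glo, 10 min RT; luminescence (ATP).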
FLuc inh – inhibitors of firefly (Photinus pyralis) luciferase | P08659 | purified P. pyralis luciferase, luminescence, biochemical | Potency, µM (top dose mostly 115 µM), for the others: at the highest dose activity change, negative = inhibition, most hits filed as inhibitors | 2.5% of 76,000 active | AID 1347043; also: potency is read from the fitted curve at half-maximal effect; nearly all actives have a fitted effect of over 65% in size
Target sequence (P08659 whole entry, looked up): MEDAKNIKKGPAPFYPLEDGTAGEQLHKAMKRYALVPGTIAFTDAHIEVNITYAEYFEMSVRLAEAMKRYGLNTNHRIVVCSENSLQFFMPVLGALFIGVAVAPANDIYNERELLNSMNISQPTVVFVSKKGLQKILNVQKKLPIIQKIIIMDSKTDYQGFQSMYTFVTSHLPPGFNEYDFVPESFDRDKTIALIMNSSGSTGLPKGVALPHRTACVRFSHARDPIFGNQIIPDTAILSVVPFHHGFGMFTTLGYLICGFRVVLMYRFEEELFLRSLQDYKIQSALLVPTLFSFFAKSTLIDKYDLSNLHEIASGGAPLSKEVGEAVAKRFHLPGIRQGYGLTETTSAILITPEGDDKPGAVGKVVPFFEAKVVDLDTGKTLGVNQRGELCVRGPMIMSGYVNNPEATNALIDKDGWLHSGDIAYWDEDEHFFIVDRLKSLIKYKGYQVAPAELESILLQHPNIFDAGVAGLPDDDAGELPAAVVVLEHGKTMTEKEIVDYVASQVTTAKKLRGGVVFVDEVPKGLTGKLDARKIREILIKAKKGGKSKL
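Biochemical qHTS: compound (6-point titration) added to 10uM D-luciferin plus 10uM ATP in Tris acetate pH 7.5 buffer with Mg, Tween-20 and BSA, then purified enzyme at 10nM; light output imaged.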
HEK293 viab – reduces viability of HEK-293 SNCA reporter cells; HEK-293-SNCA-luc viability, GF-AFC fluorescence, 24 h; Potency, µM (highest dose often 57.1 µM), for inactives: at the top dose activity change, negative = cytotoxicity, hits mostly cytotoxic; 0.12% of 150,000 active; AID 1671193;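 also: potency is read from the fitted curve at half-maximal effect; 0% = DMSO-treated cells and -100% = medium-only wells without cells; nearly all actives have a fitted effect of over 30% in size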
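HEK-293-SNCA-luc cells (1500/well) plated 24 h, then exposed 24 h to a dilution series; GF-AFC added 30 min at 37C, fluorescence 405/540 nm; normalised to medium-only and DMSO wells, Hill fit.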
NIH3T3 tox – cytotoxic compounds in NIH 3T3 cells; NIH 3T3 viability, CellTiter-Glo ATP luminescence, 48-72 h; Potency, µM (doses to about 96.7 µM), for the others: top-dose activity change, negative = cytotoxicity, usual class: inhibitors; 4.3% of 94,000 active; also: potency is read from the fitted curve at half-maximal effect; nearly all actives have a fitted effect of over 55% in size
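ATP-dependent luminescence (CellTiter-Glo) served as the viability signal for NIH 3T3 cells treated with compound for 48 or 72 hr at 37 °C.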
Numbers without * were called inactive; i = inactive; ? = inconclusive; . = no result given; [ ] = another dose, or the depositor's remark. Unless noted, calls follow the shape of the dose curve; as a rule, active = well fitted curve in the direction sought with a large enough effect; inconclusive = small, poorly fitted or top-dose-only effect, or another doubt; inactive = no such curve, though single readings can be large; an effect the other way counts as inactive or inconclusive. Unless noted, % is scaled to controls: 0 for no effect and ±100 for the full control effect.

No.	Molecule	FLuc inh	SNCA expr inhib	IP6K1 inh	HEK293 viab	NIH3T3 tox	HEK cytotox	GPT2 inhibitor
1	O=C(C1CCCCn2nnnc21)N1CCc2nc(-c3cccnc3)[nH]c2C1 (configuration not stated)	10.9%	-1.3%	3.7	3.8%	0.9%	-5.1%	i
2	COc1cc(Cl)ccc1C(=O)N1CCC2(CC1)CC(O)CCO2 (configuration not stated)	-2.2%	-21.7%	2.1	-0.4%	4.7%	-0.7%	i
3	Cn1cc(-c2cnc3[nH]cc(CC(=O)Nc4cccc(OC(F)(F)F)c4)c3c2)cn1	8.7%[172 µM]	-15.1%[87.6 µM]	-8.7	?	?	?	-7.6%[88.5 µM]
4	CC(C)CCN1CCc2[nH]nc(C(=O)N(C)Cc3cccnc3)c2C1	4.7%	3.6%	12.8	-1.6%	-4.4%	-11.5%	i
5	O=Cc1ccc(-c2ccc(O)cc2)cc1	.	-5.5%[87.6 µM]	-9.7	-9.3%[87.6 µM]	?	?	-11.2%[88.5 µM]
6	Cn1cc(CCC(=O)N2CCN(Cc3ccccc3)CC(O)C2)cn1 (configuration not stated)	13.3%	-20.9%	23.1	4.6%	-16.7%	-16.0%	-5.1%
7	CC(=O)Nc1ccc(CN2Cc3[nH]cnc3C[C@H]2C(=O)NCc2ccc(C(F)(F)F)cc2)cc1	2.3%	-2.3%	-1.2	-8.5%	2.1%	i	-0.4%
8	COCCCNC(=O)C1CC(=O)N(c2n[nH]c3cc(Br)ccc23)C1 (configuration not stated)	2.4%	5.8%	7.9	-0.6%	-8.3%	?	0.5%
9	COc1ccc(CCNC(=O)c2cnc3ccc(C)cn3c2=O)cc1OC	.	9.7%	20.2	8.1%	.	.	.
10	CCOC(=O)c1cc(CC)sc1NC(=O)COc1ccccc1C	.	8.5%	6.2	?	.	.	.
11	Cc1cc(NC(=O)c2ccc3c(c2)N(C)C2CCCCCN2C3=O)ccc1F (configuration not stated)	17.8µM*	125.4%[activator]	-8.9	-3.2%[12.5 µM]	?	?	i
12	Cc1cc(S(=O)(=O)Nc2cc3c(cc2N2CCOCC2)n(C)c(=O)n3C)ccc1F	.	18.1%	-1.9	-4.9%	.	.	.
13	O=C(NC1C[C@H]2CC[C@@H](C1)N2C(=O)c1ccc(C(F)(F)F)cc1)c1ccncc1 (some centres not stated)	-1.6%	-9.0%	9.9	-1.0%	-16.9%	?	-0.7%
14	CCN1CCN(C(=O)CCC2CCN(S(=O)(=O)c3ccccc3)CC2)CC1	-10.7%	?	31.0	19.9%	-10.7%	-14.9%	1.8%
15	Cc1ccc(NC(=O)Nc2ccc(C)n(CC(=O)NC(C)(C)C)c2=O)cc1	3.98µM*	75.0%[activator]	-10.7	10.8%	-18.0%	?	-0.3%
16	CCOc1cccc(-c2nc(C(=O)Nc3ccc(F)cc3)cs2)c1	?	3.4%	-1.3	2.1%	?	?	i
17	Cc1cc2nc3n(c(=O)c2n1CC(=O)NCc1ccccc1F)CCCCC3	5.6%	-19.0%	-2.1	1.4%	-19.7%	?	4.9%
18	Cn1cnc(S(=O)(=O)N2CCC(C(=O)N3CCN(c4ccccc4F)CC3)CC2)c1	.	18.2%	10.1	12.8%	.	.	.
19	COc1ccc(C(=O)NCc2nnc3ccc(-c4ccccc4)nn23)c(C)c1	2.0%	11.8%	15.7	-13.2%	i	i	-1.4%
20	COc1cc(NC(=O)CSc2nc(-c3ccc(C)cc3)nc3c2Cc2ccccc2O3)cc(OC)c1	.	7.7%	60.9	10.5%	.	.	.
21	CN1CCN(Cc2nnc(C(=O)N3CCC[C@@H]3c3ccc(Br)cc3)n2Cc2ccccc2)CC1	5.7%	0.6%	6.8	-9.2%	?	?	-26.9%
22	O=C(NCCc1csc(-c2ccc(Cl)cc2)n1)c1ccco1	.	-10.7%	7.7	-9.1%	.	.	.
23	O=C(CCCc1ccccc1)N1CCC[C@H]1c1nc(-c2ccccc2)no1	4.9%	-5.0%	-7.8	-4.6%	?	?	0.2%
24	Cc1c(CC(=O)N2CCOCC2)c2c(n1Cc1ccc(F)cc1)CCCC2=O	0.0%	?	0.4	2.0%	?	-15.5%	-42.1%
25	CCOc1ccccc1CN1CCCCC12Cc1ccccc1CNC2=O (configuration not stated)	.	3.1%	-13.6	-5.5%	4.7%	3.7%	-11.5%
26	CC(NC(=O)C1CCCN(c2cnc3nccnc3c2)C1)c1cccnc1 (configuration not stated)	-2.0%	7.5%	-6.7	-1.1%	1.4%	-6.5%	i
27	Cn1nc(C(=O)NCc2ccc(Cl)cc2)c2c1-c1ccccc1SC2	.	-5.2%	5.8	6.3%	.	.	.
28	CCOc1ccc(NC(=O)Cn2c(=O)n(-c3ccccc3)c(=O)c3ccc(C(=O)NCc4ccc5c(c4)OCO5)cc32)cc1	.	-25.0%	0.6	0.7%	.	.	.
29	O=C1CN(CC(=O)N2CCc3ncnc(N4CC=CC4)c3CC2)C(=O)N1	7.9%	-5.6%	3.8	-6.1%	-6.9%	-13.3%	-10.6%
30	O=C1NCc2ccccc2CC12CCN(Cc1ccc(Cl)o1)C2 (configuration not stated)	.	-9.9%	-10.9	-15.4%	-20.8%	?	3.5%
31	Cc1ccc(Nc2c(-c3ccco3)nc3ccc(C)cn23)cc1	.	24.5%	-14.3	5.4%	.	.	.
32	COCC(=O)N(C1CCOCC1)C1CCN(S(=O)(=O)c2cccc(C)c2)CC1	5.7%	-14.3%	7.9	5.9%	-16.5%	-27.3%	2.6%
33	Cc1oc2ccn(Cc3ccccc3F)c(=O)c2c1C(=O)NCC1CCCO1 (configuration not stated)	1.4%	-13.7%	15.8	-10.7%	?	?	?
34	Cc1noc(C)c1S(=O)(=O)N(C)C1CCc2ccccc21 (configuration not stated)	2.3%[172 µM]	16.2%[87.6 µM]	-7.8	-4.9%[87.6 µM]	?	?	i
35	O=C(Nc1ccc([C@@H](O)[C@H]2COCC(=O)N2Cc2ccc(F)cc2)cc1)c1ccc2c(c1)OCO2	?	-15.9%	-5.0	-1.6%	-29.5%	?	i
36	Cc1nc2scc(CC(=O)NCc3ccco3)n2c(=O)c1-c1cc(C)n(-c2cc(F)ccc2F)n1	2.6%	-20.4%	-4.9	9.1%	0.5%	?	i
37	CCOc1ccc(NC(=O)CSc2ncnc3c2sc2ccccc23)cc1	.	15.5%	37.1	-1.5%	.	.	.
38	Cc1cnc(CN2CC3(CCCN(C(=O)c4ccc(C)s4)C3)CCC2=O)cn1 (configuration not stated)	-5.1%	-7.0%	9.9	-22.9%	-13.3%	-5.5%	-14.5%[11.5 µM]
39	COCCOCc1nc(C2CCN(C(=O)NCc3ccc(F)cc3)CC2)no1	3.6%	-13.6%	8.0	0.2%	-5.8%	i	i
40	NC(=O)C1CCN(C(=O)c2cccc(NC(=O)c3nsc4ccccc34)c2)CC1	.	133.4%[activator]	21.9	-0.3%	.	.	.
41	COCC(=O)N[C@H]1C[C@@H](CO)N(Cc2c[nH]c3ccccc23)C1	-19.4%	28.8%	8.6	3.6%	-0.8%	-2.2%	i
42	O=C(NCCc1ccncc1)C1CN(C(=O)c2ccccc2Cl)CC12CCOCC2 (configuration not stated)	-6.2%	22.6%	14.4	4.0%	-5.6%	-14.0%	0.1%
43	CCn1cnnc1-c1nn(C)c2c1CN(C(=O)CN1CCCCCC1)CC2	3.0%	-8.3%	9.8	2.4%	-10.0%	i	-18.0%
44	Cc1ccc(Cn2c(SCc3ccc(C(=O)NC4CCCC4)cc3)nc3ccncc32)cc1	.	?	-0.6	-20.2%	.	.	.
45	COC(=O)c1sc2cccc(F)c2c1S(=O)(=O)Nc1ccc(N(C)C)cc1	.	8.4%	-7.7	5.1%	.	.	.
46	CS(=O)(=O)N1CCC(OC2CCN(C(=O)Nc3cccc(F)c3)CC2)CC1	1.7%	-11.4%	4.7	5.3%	-11.1%	-5.3%	i
47	O=c1[nH]c(N2CCOCC2)nc2c1CCN(Cc1ccccc1Cl)CC2	3.3%	0.6%	19.3	-3.9%	-6.9%	-2.5%	i
48	O=C(CCCc1ccccc1)N1C[C@H]2CNC(=O)[C@]23CCCC[C@@H]13	.	-2.6%	7.6	-14.9%	-38.4%	?	i
49	Cc1noc(-c2ccccc2OC2CCN(C(=O)CCC3CCCC3)C2)n1 (configuration not stated)	.	29.5%	2.6	-28.9%	?	?	i
50	O=C(Nc1cc(F)cc(C(F)(F)F)c1)N1CCC(Cn2cccn2)CC1	-14.7%	2.8%	-11.4	5.9%	?	?	-8.4%
51	Fc1ccccc1-c1noc(-c2nc(-c3ccc4c(c3)OCO4)no2)n1	?	-2.2%	3.5	-9.8%	i	-4.8%	i
52	CC1(C)C(=O)N(CCOc2ccccc2)[C@H]2CN(C3CCOCC3)C[C@H]2[S+]1(=O)[O-]	-13.3%[172 µM]	?	4.2	1.3%[87.6 µM]	?	-0.6%[172 µM]	i
53	CC(C)(C)C(=O)N1CCC2(CC1)OCC(C(=O)NC1CC1)N2C(=O)c1ccc(F)cc1 (configuration not stated)	4.6%	5.2%	-6.6	3.5%	i	-4.5%	i
54	CN1CCC2(CCC1=O)CN(C(=O)CCc1ccc3c(c1)OCO3)CCN2C (configuration not stated)	3.5%	-11.7%	3.7	-5.4%	3.7%	-0.8%	i
55	COc1ccc(-c2nnc3ccc(N4CCc5ccccc5C4)nn23)nc1	6.6%[172 µM]	-30.1%[87.6 µM]	-22.3	-16.5%[87.6 µM]	?	56.2µM*	-6.3%[88.5 µM]

Structures shown so far containing an aryl thioether with sulfur outside any ring:
No.	Molecule	FLuc inh	SNCA expr inhib	IP6K1 inh	HEK293 viab	NIH3T3 tox	HEK cytotox	GPT2 inhibitor
20	COc1cc(NC(=O)CSc2nc(-c3ccc(C)cc3)nc3c2Cc2ccccc2O3)cc(OC)c1	.	7.7%	60.9	10.5%	.	.	.
37	CCOc1ccc(NC(=O)CSc2ncnc3c2sc2ccccc23)cc1	.	15.5%	37.1	-1.5%	.	.	.
44	Cc1ccc(Cn2c(SCc3ccc(C(=O)NC4CCCC4)cc3)nc3ccncc32)cc1	.	?	-0.6	-20.2%	.	.	.

Not all compounds are listed. The share of hits here may be higher or lower than overall.
